# Dyrk1A ADPGlo: rat Dyrk1A kinase inhibitors, primary screen, biochemical, single point, plate reader; Dual specificity tyrosine-phosphorylation-regulated kinase 1A (Rattus norvegicus), Q63470; ADP-Glo luminescence, NFATc1 peptide; inhibition, % at 12.5 µM; 310,000 compounds, 0.43% hits; in the data active = inhibition above about 50%;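 note: plate controls were vehicle with enzyme for no effect and no enzyme for full effect; many of its hits are not listed in these tables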
# Platelet DG rel: inhibitors of platelet dense granule secretion, primary screen, cell-based, MLPCN, human platelets | human platelet-rich plasma, SFLLRN dense granule ATP release, luminescence | inhibition, %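 (compounds screened at 7.5 µM in platelet-rich plasma)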 | 300,000 compounds, 0.22% hits | AID 1663, 2009;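 active = mean replicate score, as percent of positive control, at or above 50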
# HSF1 inhib: HSF1 inhibitors in luciferase reporter cells, primary screen, cell-based, NIH3T3, luminescence; NIH3T3-HGL HSE-luciferase, MG132-induced, luminescence 8 h; stronger effect = lower value; activity change, negative = inhibition, % at 7.5 µM (by protocol); 300,000 compounds, 0.77% hits; AID 2098, 2009;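 active = more than half of replicate wells show activity change below -50%, luminescence cut by over half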;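 note: luciferase reports HSF-1 transcriptional activity via heat shock element; 0% = median of DMSO wells and -100% = zero luminescence signal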
# HSP90 inh: HSP90 inhibitors, primary screen, cell lysate, luminescence; 290,000 compounds, 0.91% hits; inhibition, % at 5.6 µM; Rabbit reticulocyte lysate, luciferase refolding luminescence, 3 h;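 active = inhibition above the screen-wide mean plus 3 SD, computed separately per campaign, cut at about 16% in these data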;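 note: 0% = DMSO wells and 100% = 60 µM geldanamycin wells; inhibitors lower the luminescence because luciferase stays unfolded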
# GSK3 alpha inh: blockers of GSK3A enzyme activity – biochemical, luminescence, cell-free homogeneous, HTS, primary screen; inhibition, % at 10 µM; 320,000 compounds, 0.1% hits; AID 2650, 2010; GSK-3 alpha kinase, ADP-Glo luminescence, 60 min;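 in the data active = inhibition above about 50%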;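 note: GST-tagged GSK-3 alpha with peptide substrate and 25 µM ATP; 0% = DMSO neutral wells and 100% = GW8510 positive control wells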
# Target sequence (P49840 whole entry, looked up): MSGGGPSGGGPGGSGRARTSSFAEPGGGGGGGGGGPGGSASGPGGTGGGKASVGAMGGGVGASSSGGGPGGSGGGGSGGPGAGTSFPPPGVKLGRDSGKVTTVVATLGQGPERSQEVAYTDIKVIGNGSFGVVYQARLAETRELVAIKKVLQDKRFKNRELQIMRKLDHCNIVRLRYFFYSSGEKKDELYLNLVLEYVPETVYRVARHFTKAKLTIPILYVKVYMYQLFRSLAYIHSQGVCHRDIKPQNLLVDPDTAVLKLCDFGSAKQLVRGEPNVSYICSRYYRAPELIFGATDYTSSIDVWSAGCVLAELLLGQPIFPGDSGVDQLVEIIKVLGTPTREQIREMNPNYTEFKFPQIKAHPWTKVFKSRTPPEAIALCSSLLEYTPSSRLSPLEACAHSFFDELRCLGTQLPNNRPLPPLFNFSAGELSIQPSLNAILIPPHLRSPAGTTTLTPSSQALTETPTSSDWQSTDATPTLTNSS
# KLF5 inh: KLF5 expression inhibitors, primary screen, DLD-1 cells, luminescence; inhibition, % at 5 µM; 290,000 compounds, 0.23% hits; DLD-1 KLF5 promoter-luciferase reporter;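 active = inhibition above a per-plate limit of that plate's mean compound inhibition plus 3 SD, cut at about 60% in these data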;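 note: 0% = DMSO wells and 100% = LY294002 at 200 µM; higher means less KLF5 promoter-driven luciferase light; inactives centre near -14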
# GSK3B inh: human GSK3beta kinase inhibitors, primary screen, biochemical, cell-free homogeneous, HTS; Glycogen synthase kinase-3 beta (Homo sapiens), P49841; GST-GSK3beta kinase, ADP-Glo luminescence, 60 min; stronger effect = lower value; activity score (negative = inhibition), % at 10 µM; 300,000 compounds, 0.038% hits;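 active = more than half of replicate wells score below -50%, meaning over 50% inhibition versus plate controls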;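 note: 0% = median DMSO wells and -100% = median GW8510 positive control wells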
# Target sequence (P49841 whole entry, looked up): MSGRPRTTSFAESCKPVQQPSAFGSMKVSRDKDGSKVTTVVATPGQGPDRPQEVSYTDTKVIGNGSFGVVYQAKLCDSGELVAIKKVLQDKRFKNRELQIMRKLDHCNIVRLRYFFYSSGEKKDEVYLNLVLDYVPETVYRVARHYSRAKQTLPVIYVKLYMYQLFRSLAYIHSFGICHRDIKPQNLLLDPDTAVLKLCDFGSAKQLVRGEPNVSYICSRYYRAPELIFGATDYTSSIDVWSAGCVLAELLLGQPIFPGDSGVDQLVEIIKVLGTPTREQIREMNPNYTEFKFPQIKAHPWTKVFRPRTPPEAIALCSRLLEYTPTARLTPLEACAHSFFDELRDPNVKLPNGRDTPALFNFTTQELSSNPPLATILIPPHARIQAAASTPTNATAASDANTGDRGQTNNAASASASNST
#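 Test system: GST-tagged human GSK3beta kinase, cell-free; evaluation: activity score scaled between in-plate DMSO and GW8510 controls; measured by: ADP-Glo luminescence; incubation: 60 min reaction, RT; benchmarks: DMSO and 20 µM GW8510; reagent: peptide substrate plus 25 µM ATP (final); medium: Tris/MgCl2 kinase buffer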
# IEC-6 cytotox: cytotoxicity in IEC-6 intestinal epithelial cells, primary screen, cytotoxicity control for KLF5 inhibitor project, cell-based, luminescence; inhibition, % at 5 µM; 290,000 compounds, 0.78% hits; IEC-6 cytotoxicity, luminescence viability; in the data active = inhibition above about 22%;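 note: 0% = plate median of test compound wells and 100% = cytotoxic reference compound wells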
# aSyn UTR inh: MLPCN primary screen, SNCA 5' untranslated region; 300,000 compounds, 0.82% hits; inhibition, % (tested at 7.5 µM); alpha-synuclein 5'UTR reporter, inhibitor activity; in the data active = inhibition above about 60%;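 note: H4 neuroglioblastoma cells stably carrying SNCA 5'UTR luciferase fusion; 0% = DMSO wells and 100% = positive control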
# HSF1 activator: HSF-1 activators, primary screen, NIH3T3-HGL cells, MG132 stress, luminescence, single point; NIH3T3-HGL HSF-1 luciferase reporter, 8 h; 100% = twice DMSO control signal; activation, % at 9 µM; 300,000 compounds, 1.7% hits; AID 504408, 2011;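 active = mean replicate activation of at least 50% with a set share of replicates each reaching 50%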;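 note: 0% = median of the neutral control wells and 100% = twice that signal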
# The depositor's hits bear a star; nt = not tested or not shown. Only part of the results is shown. The share of hits here may be higher or lower than overall.
(1) COc1ccc(Nc2cccccc2=O)cc1
(2) O=C(NCc1ccc(F)cc1)C1CC(=O)N(C2CCCCC2)C1 (stereo not drawn)
(3) CCn1c2c(c3ccc(OC)cc31)CCCC2=O
(4) C/C=C\C=C/C(=O)Nc1cccc(C2=NOC3(C2)C[C@@H](C(N)=O)N(C(=O)/C=C/C=C\C)C3)c1 (stereo partly drawn)
(5) O=C(O)CSc1ccc2nnc(-c3cccnc3)n2n1
(6) O=C(c1cc2ccccc2oc1=O)N1CCOCC1
(7) CCc1c(C)nc(N)n2c(SCC(=O)N3CCCC(C)C3)nnc12 (stereo not drawn)
(8) Nc1nnc(N)c2ccccc12
(9) Cc1csc(NC(=O)C2CCCCC2)n1
(10) O=C(NCCN1CCCCC1)Nc1ccc([N+](=O)[O-])cc1

assay / entry	1	2	3	4	5	6	7	8	9	10
Dyrk1A ADPGlo	10.4	-0.2	24.8	6.7	8.6	6.2	1.1	7.2	nt	14.8
Platelet DG rel	7.0	-14.6	-1.5	2.3	-3.0	-4.7	-13.8	3.3	-1.6	5.5
HSF1 inhib	15.9	-2.5	-12.5	-8.6	-7.5	26.0	2.7	-1.1	1.2	-0.1
HSP90 inh	-1.6	2.6	0.4	nt	-2.5	-1.1	5.3	0.9	-1.6	-3.1
GSK3 alpha inh	0.9	1.6	-3.0	0.5	2.0	-1.0	nt	-1.5	-0.1	-1.1
KLF5 inh	-22.2	-33.0	-10.1	nt	6.8	-66.9	3.8	-7.1	-26.4	-24.4
GSK3B inh	2.0	2.3	-0.4	-0.7	3.2	5.1	0.2	0.3	-3.7	5.7
IEC-6 cytotox	-5.5	1.2	-4.5	nt	0.6	-6.0	6.7	-2.7	2.4	1.3
aSyn UTR inh	-49.8	2.8	-1.9	-9.9	8.6	-123.9	-1.4	9.0	-46.9	-13.9
HSF1 activator	17.1	-5.7	-10.5	nt	0.8	42.2	5.6	-11.3	11.2	-13.2

(11) O=C(COC(=O)c1c2c(nc3ccccc13)CCCC2)Nc1ccc2c(c1)OCO2
(12) CC(=O)c1ccc2noc(-c3ccc(F)cc3)c2c1
(13) O=C(O)CCc1ccc(S(=O)(=O)Nc2ccc(OCc3ccccc3)cc2)cc1
(14) COc1ccc(C(=O)Nc2scc(-c3ccc(Cl)cc3Cl)c2C(N)=O)cc1
(15) COc1ccc(NC(=S)N2CCN(c3ncccn3)CC2)c(OC)c1
(16) CN(Cc1ccc(F)cc1)S(=O)(=O)c1nnc(NC(=O)c2ccccc2)s1
(17) O=C(Nc1ccc(N2CCOCC2)cc1)c1ccncc1
(18) Cc1nccn1CCc1nc(N)nc(N)n1
(19) COc1ccc(CNC(=O)Cc2ccc(NC(=O)C3=C(C)OCCS3)cc2)cc1
(20) O=C1OC(Cc2ccccn2)C(O)=C1C1=NCCCCN1 (stereo not drawn)

assay / entry	11	12	13	14	15	16	17	18	19	20
Dyrk1A ADPGlo	4.5	23.6	-5.3	-1.2	nt	4.0	2.3	2.9	-5.7	-6.6
Platelet DG rel	1.1	-0.3	-1.7	-9.4	-22.0	-15.1	28.5	-2.8	7.3	-11.4
HSF1 inhib	-5.2	-7.1	-5.2	-6.4	-1.7	10.8	-3.0	-3.7	16.7	5.7
HSP90 inh	0.5	4.3	-1.4	1.0	4.8	-6.0	0.9	0.0	1.0	2.1
GSK3 alpha inh	-3.3	7.2	-3.1	1.0	-2.3	0.0	-3.4	-1.2	-0.7	-1.7
KLF5 inh	20.9	-28.3	-11.4	-20.6	0.7	-22.0	-28.7	-12.0	10.2	-70.8
GSK3B inh	-0.2	-6.1	nt	2.1	-1.2	0.4	0.7	0.2	3.9	0.7
IEC-6 cytotox	0.1	3.7	-2.6	4.2	-6.1	-2.5	5.2	1.5	65.3*	0.7
aSyn UTR inh	9.3	23.7	-18.7	-236.8	1.4	-6.6	-51.1	14.1	-13.1	-19.6
HSF1 activator	6.0	-17.6	16.2	0.8	15.6	34.9	-2.0	3.9	15.8	29.0

(21) N#C/C(=C(/O)CN1C(=O)c2ccccc2C1=O)c1nc2ccccc2[nH]1
(22) CCc1sc(C(=O)N2CCc3ccccc32)cc1C
(23) COc1ccc(NC(=O)Cn2nnc(C(=O)NCc3ccc(C)cc3)c2N)cc1Cl
(24) COc1ccc2c(=O)c3ccccc3oc2c1
(25) CC(C)(C)n1nc2c(c1NC(=O)COc1ccc(F)cc1)CS(=O)(=O)C2
(26) CCOc1ccc(NC(=O)CSc2nc3nc(C)cc(C)n3n2)cc1
(27) COc1ccc(CC(=O)NCC2(N3CCCCC3)CCCCC2)cc1
(28) Cc1ccccc1S(=O)(=O)Cc1ccc(C(=O)NCCCN(C)Cc2ccccc2)o1
(29) CCSc1cc(Cl)nc(N)n1
(30) O=C(C1CCC(CNc2c(N3CCCCC3)c(=O)c2=O)CC1)N1CCc2ccccc2C1 (stereo not drawn)

assay / entry	21	22	23	24	25	26	27	28	29	30
Dyrk1A ADPGlo	0.3	2.5	6.2	23.5	-3.4	3.1	8.0	-1.3	-11.9	8.3
Platelet DG rel	4.9	12.6	-0.5	-0.9	-6.7	-26.3	1.0	-5.4	13.6	7.0
HSF1 inhib	4.4	1.1	3.7	11.5	-1.9	2.4	0.4	-6.4	-9.6	3.3
HSP90 inh	-2.6	2.3	-2.7	-0.5	-0.7	3.8	1.4	4.8	0.3	-1.6
GSK3 alpha inh	-4.4	-1.4	-1.8	1.4	2.3	0.1	1.8	4.4	0.4	nt
KLF5 inh	-19.6	-148.1	0.3	-81.0	-37.5	-17.5	-36.0	-16.6	17.6	12.4
GSK3B inh	1.1	-5.1	1.2	-2.3	1.9	-3.8	1.5	-2.0	-0.1	1.3
IEC-6 cytotox	-0.1	0.6	1.5	1.0	-3.2	4.2	-1.2	2.9	-2.8	3.0
aSyn UTR inh	4.2	-50.8	32.1	-146.8	6.2	-21.5	5.4	-3.1	0.9	18.6
HSF1 activator	-15.0	30.0	7.1	22.8	-5.8	6.9	-2.3	-7.8	-3.3	16.4

(31) CC1CCc2c(sc3nc(CN4CCOCC4)nc(N4CCc5ccccc5C4)c23)C1 (stereo not drawn)
(32) Oc1ccc(C(c2nnnn2CCc2ccccc2)N2CCN(c3nc4ccccc4s3)CC2)cc1 (stereo not drawn)
(33) COc1ccccc1N1CCN(C(c2cccs2)C(C)NS(=O)(=O)c2ccccc2)CC1 (stereo not drawn)
(34) COC(=O)C1=C(C(=O)c2ccccc2)C(c2ccc(O)c(OC)c2)n2nnnc2N1 (stereo not drawn)
(35) Cc1ccc(NC(=O)c2ccc(Cl)c(N3C(=O)CCC3=O)c2)cc1
(36) Cc1cc(=O)oc(C)c1C(=O)NCc1ccc(F)cc1
(37) COc1cc(/C=N/NC(=O)CN2CCCCC2)ccc1OCc1ccc(Br)cc1
(38) NC(=O)c1cc(C(=O)c2ccc(Cl)cc2Cl)c[nH]1
(39) Cc1cccc(CNCc2ccccc2)c1
(40) O=C(O)c1cc(Br)ccc1NS(=O)(=O)c1cccc2nsnc12

assay / entry	31	32	33	34	35	36	37	38	39	40
Dyrk1A ADPGlo	7.3	-7.4	1.8	0.7	-4.7	-2.2	-2.1	-3.4	-5.4	7.6
Platelet DG rel	4.5	-1.4	40.0	nt	-1.6	-1.5	4.1	-0.4	15.3	1.5
HSF1 inhib	-1.4	8.7	8.9	nt	5.8	-1.1	45.5	-22.5	-4.4	0.7
HSP90 inh	-4.6	1.3	1.5	-0.7	-0.1	4.2	-7.2	-1.7	-5.0	-0.8
GSK3 alpha inh	-1.8	0.4	1.2	3.6	-0.2	2.4	0.2	-2.0	0.7	-3.5
KLF5 inh	-34.7	-23.0	1.1	-33.8	-18.6	-0.3	-33.0	-25.8	-29.1	-12.3
GSK3B inh	1.2	-1.2	-2.2	nt	0.7	-0.8	4.7	-1.4	0.6	-0.3
IEC-6 cytotox	3.4	-6.4	6.3	-0.6	-2.7	0.1	0.1	3.2	3.1	8.4
aSyn UTR inh	-12.7	19.7	14.3	nt	4.3	-0.9	-153.9	-4.9	-5.1	4.7
HSF1 activator	-10.3	-11.5	0.6	nt	9.3	9.0	79.1*	-14.7	1.5	15.6

# The closing 4 records of the section above lead into the next.
(37) COc1cc(/C=N/NC(=O)CN2CCCCC2)ccc1OCc1ccc(Br)cc1
(38) NC(=O)c1cc(C(=O)c2ccc(Cl)cc2Cl)c[nH]1
(39) Cc1cccc(CNCc2ccccc2)c1
(40) O=C(O)c1cc(Br)ccc1NS(=O)(=O)c1cccc2nsnc12
(41) COc1cc(/C=N/O)cc(Br)c1OCc1ccc(Cl)cc1
(42) Cc1cccc(NC(=O)CN(C)S(=O)(=O)c2ccc(Cl)cc2)n1
(43) COC(=O)N1CCN(S(=O)(=O)c2ccc(F)cc2)CC1
(44) Cc1ccc(CNC(=O)c2c(-c3ccccc3)noc2C)cc1
(45) CCCN1C=CC(=C/C=C(\C#N)C(=O)OCC)C=C1
(46) CSc1ccc(-c2nnn(CC(=O)NCc3ccccc3)n2)cc1
(47) COc1ccc(C)cc1NS(=O)(=O)c1cn(C)nc1C
(48) CCCC(O)(CCC)C(=O)NN(C(=O)OC)c1ccccc1

assay / entry	37	38	39	40	41	42	43	44	45	46	47	48
Dyrk1A ADPGlo	-2.1	-3.4	-5.4	7.6	-4.2	-2.0	-1.0	1.4	nt	2.4	-4.1	-2.4
Platelet DG rel	4.1	-0.4	15.3	1.5	-8.7	1.5	-13.9	-5.5	2.9	1.0	1.9	nt
HSF1 inhib	45.5	-22.5	-4.4	0.7	4.4	1.2	-5.1	1.7	5.9	7.1	-5.3	nt
HSP90 inh	-7.2	-1.7	-5.0	-0.8	-3.1	4.3	6.3	0.2	-2.8	-3.9	0.3	2.1
GSK3 alpha inh	0.2	-2.0	0.7	-3.5	0.4	-2.8	-2.6	-2.4	1.4	-1.8	1.0	-1.2
KLF5 inh	-33.0	-25.8	-29.1	-12.3	-19.8	-3.2	-17.2	-38.5	-61.1	-7.2	-19.8	-7.7
GSK3B inh	4.7	-1.4	0.6	-0.3	0.5	0.0	5.5	-0.9	0.7	-1.1	-0.1	nt
IEC-6 cytotox	0.1	3.2	3.1	8.4	4.5	5.0	-3.2	2.6	-3.2	-2.6	1.3	-6.3
aSyn UTR inh	-153.9	-4.9	-5.1	4.7	5.2	10.0	2.3	2.4	-157.3	-1.4	-20.5	nt
HSF1 activator	79.1*	-14.7	1.5	15.6	-20.3	2.3	3.0	-4.7	16.4	1.0	-4.5	nt
